# Assay outcomes as filed in PubChem.
# TRPC4 potent = positive allosteric modulators of TRPC4, primary screen, cell-based, mouse TRPC4beta, HEK293 mu-opioid, Fluo-4 calcium; Short transient receptor potential channel 4 (Mus musculus), Q9QUQ5; DAMGO EC20, Fluo-4 Ca2+ flux; stronger effect = higher value; B-score at 10 µM; 310,000 tested, 0.42% active;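 active means B-score of calcium response area above 5 SD of library B-scores, with initial fluorescence ratio within 5 SD of library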;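 further: B-score of integrated fluorescence ratio over time as area under calcium response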
# PolyA inh = polyadenylation inhibitors in yeast reporter cells, primary screen, luminescence, S. cerevisiae. S. cerevisiae SKY197-pL101 polyadenylation reporter, beta-gal luminescence; efflux-impaired pdr1/pdr3 knockout yeast; score 100 = 6 SD above DMSO. calls only at 12 µM. 300,000 tested, 0.02% active. AID 1875, 2009;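 active means lowest replicate activity score at least 50, where 100 means six control SD above control mean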;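 further: yeast exposed to compound for 9 h at 30 °C; higher score means more reporter readthrough which indicates perturbed polyadenylation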
# DYRK1A inh = rat Dyrk1A kinase inhibitors, primary screen, biochemical, single point, plate reader. 310,000 tested, 0.43% active. ADP-Glo luminescence, NFATc1 peptide. inhibition, % at 12.5 µM. Dual specificity tyrosine-phosphorylation-regulated kinase 1A (Rattus norvegicus), Q63470; in the data active means inhibition above about 50%;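 further: plate controls were vehicle with enzyme for no effect and no enzyme for full effect; many of its hits are not listed in these tables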
# Platelet DG rel = inhibitors of platelet dense granule secretion, primary screen, cell-based, MLPCN, human platelets; human platelet-rich plasma, SFLLRN dense granule ATP release, luminescence; inhibition, %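 (compounds screened at 7.5 µM in platelet-rich plasma)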; 300,000 tested, 0.22% active;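 active means mean replicate score, as percent of positive control, at or above 50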
# hERG rescue = hERG rescue from dofetilide block, primary screen, cell-based, CHO-hERG, FluxOR thallium flux, dofetilide IC70; Voltage-gated inwardly rectifying potassium channel KCNH2 (Homo sapiens), Q12809; dofetilide IC70 present; activation (rescue from dofetilide block), less the hit threshold, % at 10 µM; 310,000 tested, 0.51% active;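 active means activation above the mean of controls blocked by dofetilide plus 5 SD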;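 further: thallium influx through hERG after potassium depolarization seen as dye fluorescence rise; in these data hits start at about 4.7%; inactives centre near -7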
# Target sequence (Q12809 whole entry, looked up): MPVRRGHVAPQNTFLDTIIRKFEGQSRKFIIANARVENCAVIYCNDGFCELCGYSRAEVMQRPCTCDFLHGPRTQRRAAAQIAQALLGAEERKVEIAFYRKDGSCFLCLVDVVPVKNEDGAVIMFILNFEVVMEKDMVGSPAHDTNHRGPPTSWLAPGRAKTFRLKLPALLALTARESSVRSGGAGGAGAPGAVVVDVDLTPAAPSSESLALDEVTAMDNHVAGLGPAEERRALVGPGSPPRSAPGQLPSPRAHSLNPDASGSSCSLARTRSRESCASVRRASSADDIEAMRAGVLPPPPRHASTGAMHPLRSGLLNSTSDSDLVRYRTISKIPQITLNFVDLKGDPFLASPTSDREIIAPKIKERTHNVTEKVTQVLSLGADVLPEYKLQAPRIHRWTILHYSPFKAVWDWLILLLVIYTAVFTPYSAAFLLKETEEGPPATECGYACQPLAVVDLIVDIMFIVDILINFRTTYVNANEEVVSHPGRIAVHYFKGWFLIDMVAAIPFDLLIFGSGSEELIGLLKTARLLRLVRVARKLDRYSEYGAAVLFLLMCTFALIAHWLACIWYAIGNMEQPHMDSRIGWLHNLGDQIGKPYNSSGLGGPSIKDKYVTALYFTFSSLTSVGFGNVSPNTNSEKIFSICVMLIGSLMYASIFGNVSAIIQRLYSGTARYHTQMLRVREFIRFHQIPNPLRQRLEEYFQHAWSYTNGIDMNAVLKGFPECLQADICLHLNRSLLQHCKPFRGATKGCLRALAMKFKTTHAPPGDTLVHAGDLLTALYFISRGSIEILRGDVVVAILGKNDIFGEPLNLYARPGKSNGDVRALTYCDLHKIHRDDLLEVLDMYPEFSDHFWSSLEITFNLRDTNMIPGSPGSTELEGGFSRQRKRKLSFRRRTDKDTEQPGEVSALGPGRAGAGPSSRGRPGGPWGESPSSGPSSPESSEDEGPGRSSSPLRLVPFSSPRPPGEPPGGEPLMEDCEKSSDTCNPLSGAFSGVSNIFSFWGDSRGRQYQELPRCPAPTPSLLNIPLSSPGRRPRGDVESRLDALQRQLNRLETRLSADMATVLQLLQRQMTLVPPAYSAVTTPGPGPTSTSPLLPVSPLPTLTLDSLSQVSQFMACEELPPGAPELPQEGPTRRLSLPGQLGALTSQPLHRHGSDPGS
# KCNK9 block = KCNK9 potassium channel inhibitors, primary screen, HEK293 cells, thallium flux; AID 488922, 2010; FluxOR thallium flux fluorescence; stronger effect = lower value; 310,000 tested, 1.2% active; B-score at 10 µM;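 active means ratio B-score over 3 SD below the library mean, with starting fluorescence within 5 SD of its mean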;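 further: negative B-score means less thallium flux so channel inhibition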
# KCNQ1 act = potentiators or activators of KCNQ1 channel, primary screen, cell-based, thallium flux, high-throughput | Potassium voltage-gated channel subfamily KQT member 1 (Homo sapiens), P51787 | CHO-K1 KCNQ1, thallium flux FluxOR fluorescence; stronger effect = higher value | B-score at 10 µM | 310,000 tested, 0.35% active;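 active means fluorescence ratio B-score, a plate-corrected score, at least three library SD, with initial intensity B-score within 5 SD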
#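 System: CHO-K1 cells stably expressing KCNQ1 / Medium: assay buffer for compound exposure, DMSO matched across wells / Reagent: thallium- and potassium-containing depolarizing buffer / Compound: one concentration, matched DMSO / Incubation: 20 min compound pretreatment at room temperature / Measured by: kinetic FluxOR fluorescence, 10 s baseline plus 110 s post-stimulus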
# TRPC4 block = inhibitors of mouse TRPC4 channel, primary screen, Fluo4 calcium, HEK293 TRPC4beta/mu-opioid cells. AID 2247, 2010. DAMGO-evoked Fluo4 calcium flux; stronger effect = lower value. B-score at 10 µM. 300,000 tested, 0.39% active. Short transient receptor potential channel 4 (Mus musculus), Q9QUQ5;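 active means B-score over 3 SD under the library average, no early fluorescence shift, positive overall ratio signal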
#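 Assay system: HEK293 cells with stable TRPC4beta plus mu-opioid receptor expression; Probe or stimulus: DAMGO in two steps, submaximal then maximal; Dosing: single-point compound dosing; Measured by: Fluo4 calcium-dye fluorescence, kinetic read; Read-out basis: B score from integrated Fluo4 fluorescence ratio.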
# KCNK3 block = human KCNK3 channel inhibitors, primary screen, CHO cells, FluxOR thallium flux, B-score. B-score at 10 µM. Potassium channel subfamily K member 3 (Homo sapiens), O14649. 340,000 tested, 0.84% active. FluxOR fluorescence; stronger effect = lower value;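 active means B-score under library mean minus 4 SD, starting fluorescence ratio at most library mean plus 5 SD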;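 further: more negative B-score means stronger inhibition of thallium flux through KCNK3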
# TRPC4 act = activators of mouse TRPC4 channel, primary screen, Fluo4 calcium, HEK293 TRPC4beta/mu-opioid cells; Short transient receptor potential channel 4 (Mus musculus), Q9QUQ5; Fluo4 calcium fluorescence; stronger effect = higher value; B-score at 10 µM; 310,000 tested, 0.49% active;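 active means B-score above 5 SD of library B-scores, and initial fluorescence ratio not above library mean plus 5 SD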;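 further: positive B-score marks a calcium rise read as TRPC4 activation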
#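 system = HEK293 cells stably co-expressing mouse TRPC4beta and mu-opioid receptor | schedule = Fluo4 dye loading 45 min at room temperature, 110 s recording | measure = B-scored integrated calcium fluorescence ratio | signal = Fluo4 calcium-sensitive dye fluorescence, kinetic, 1 Hz baseline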
# KCNQ1 inh = inhibitors of human KCNQ1 channel, primary screen, cell-based, thallium flux, high-throughput; Potassium voltage-gated channel subfamily KQT member 1 (Homo sapiens), P51787; CHO-K1 KCNQ1, FluxOR thallium flux fluorescence; stronger effect = higher value; B-score at 10 µM; 310,000 tested, 1.3% active; AID 2642, 2010;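 active means compounds whose thallium flux B-score, printed positive for inhibition, exceeds three library SD while starting fluorescence stays within three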;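 further: channel opened by potassium depolarization with thallium stimulus after 20 min compound exposure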
# Active calls of the source: *; i = inactive; . = no result given. Some of the compounds tested (hit frequency here may not be typical).
compound	TRPC4 potent	PolyA inh	DYRK1A inh	Platelet DG rel	hERG rescue	KCNK9 block	KCNQ1 act	TRPC4 block	KCNK3 block	TRPC4 act	KCNQ1 inh
C[C@@H]1C(=O)O[C@H]2C[C@@]34[C@H]5C[C@@H](C(C)(C)C)[C@]36[C@@H](OC(=O)[C@@H]6O)O[C@@]4(C(=O)O5)[C@]21O	i	i	3	-3	-4	i	i	i	i	i	i
O=S(=O)(Nc1c(O)ccc2ccccc12)c1ccc(F)cc1	i	i	.	-25	-21	i	i	i	i	i	10*
COc1ccc([C@@H]2[C@@H]3C(=O)N(C(C)(C)C)C(=O)[C@@H]3[C@]3(C)C(=O)N(c4ccc(C)cc4)C(=O)N23)cc1	i	.	1	11	-9	i	i	i	i	i	i
Cc1cc(F)c(F)c(C(=O)N2C(C)CCCC2C)c1Cl (centres undefined)	i	i	-4	8	-1	i	i	i	i	i	i
O=C(O)c1ccc(Nc2ccc3nonc3c2[N+](=O)[O-])cc1	i	i	-3	12	-5	i	i	i	i	i	i
CN1/C(=C\C(=O)c2cccc([N+](=O)[O-])c2)Sc2ccccc21	i	i	1	19	-6	i	i	i	i	i	i
CCOC(=O)c1cnc(-c2ccccc2)nc1Oc1ccc(Cl)c(Cl)c1	i	i	-3	7	-10	i	i	i	i	i	i
CC(=O)Nc1ccc2nc(NC(=O)c3ccco3)sc2c1	i	i	6	29	-7	i	i	i	i	i	i
CCN(CC)S(=O)(=O)c1ccc2oc(SCC(=O)NCc3ccccc3)nc2c1	i	i	2	0	-4	i	i	i	i	i	i
CC(C)(C)NC(=O)COC(=O)C1c2ccccc2Oc2ccccc21	i	i	6	3	-10	i	i	i	i	i	i
CCOC(=O)c1cnn(-c2c(Cc3ccccc3)c(C)nc3c(-c4ccccc4)c(C)nn23)c1N	i	i	8	5	-5	i	i	i	i	i	i
COc1ccc(Nc2nc3ccccc3c(=O)[nH]2)cc1	i	i	18	-4	-7	i	i	i	i	i	i
Cc1ccccc1NS(=O)(=O)c1cc(C(=O)Nc2ccccc2-c2ccccc2)ccc1Cl	i	i	-21	0	-5	-7.2*	i	i	i	i	i
CCNC(=O)COC(=O)c1ccc(-n2nc(C)cc2C)cc1	i	i	-7	5	-4	i	i	i	i	i	i
OCCNC(=S)NCCc1ccccc1	i	i	-5	-11	-7	i	i	i	i	i	i
O=C(CN1CCOCC1)NN1CC(=O)N(c2ccc(Cl)cc2)CC1=O	i	i	-10	-13	-12	i	i	i	i	i	i
COc1ccc(CCNC(=O)CSCc2ccc([N+](=O)[O-])cc2)cc1	i	i	-1	0	-7	i	i	i	i	i	i
CNC(=O)c1csc(-c2ccc(Cl)cc2)n1	i	i	14	-6	-10	i	i	i	i	i	i
Cc1ccc(/C=C2\SC(=S)N(CC3CCCO3)C2=O)o1 (centres undefined)	i	i	.	23	-18	i	i	i	i	i	i
CC1CCN(c2nc(CN3CCCCC3)nc3scc(-c4ccccc4)c23)CC1	i	i	.	-16	-21	i	i	i	i	i	i
Cc1ccc(N(CC(=O)NCc2ccncc2)S(C)(=O)=O)cc1Cl	i	i	3	-3	-5	i	i	i	i	i	i
CCC(=O)N1c2ccc(S(=O)(=O)N3CCN(c4ccccc4Cl)CC3)cc2CC1C (centres undefined)	i	i	-3	-8	-11	i	i	i	i	i	i
CSc1ccc(C(=O)C2CCCN(C(=O)CCn3cncn3)C2)cc1 (centres undefined)	i	i	2	2	-13	i	i	i	i	i	i
O=C(CN1CCN(Cc2ccc(Cl)cc2)CC1)N/N=C/c1cccs1	i	i	0	-6	-1	i	i	i	i	i	i
O=C(Nc1ccc2c(c1)OCO2)C(c1ccc(Cl)cc1)N1CCN(C(=O)c2ccco2)CC1 (centres undefined)	i	i	-4	.	-5	i	i	i	i	i	i
COc1ccc(CCn2c(C)cc(C(=O)CSc3nnc(N)s3)c2C)cc1	i	i	5	2	-8	i	i	i	i	i	i
COc1ccc(C2C(C(=O)N3CCN(c4ccccn4)CC3)CCC(=O)N2c2cc(OC)c(OC)c(OC)c2)cc1 (centres undefined)	i	i	-5	0	-19	i	i	i	i	i	i
C=CCNCCCOc1ccc(C(C)(C)c2ccccc2)cc1	i	i	4	2	-11	i	i	i	i	i	i
O=C(OCC(=O)N1CCCC1=O)c1cccc([N+](=O)[O-])c1	i	i	4	9	-14	i	i	i	i	i	i
COc1ccc(COc2cccnc2N)cc1	i	i	.	-2	0	i	i	i	i	i	i
CC(C)(C)c1cc2cccnc2n1Cc1ccccc1	i	i	3	19	-14	i	i	-7*	i	i	i
COc1ccc(NC(=O)[C@@H](NC(=O)N2C[C@H]3C[C@@H](C2)c2cccc(=O)n2C3)C(C)C)cc1OC	i	i	0	-1	-4	i	i	i	i	i	i
Cc1ccc(Nc2cc(C)c3ccc(O)cc3n2)cc1C	i	i	32	-7	-29	i	i	i	i	i	i
Cc1cc(CNC(=O)C2CCC(=O)N(Cc3cccc(C(F)(F)F)c3)C2)no1 (centres undefined)	i	i	-1	5	-6	i	i	i	i	i	i
Cc1ccc(N2CCN(C(=S)Nc3ccccc3)CC2)cc1	i	i	0	1	-19	i	i	i	i	i	i
Cc1cccc(NC(=O)C(C)n2cc([N+](=O)[O-])cn2)n1 (centres undefined)	i	i	.	-2	-12	i	i	i	i	i	i
CCCCc1ccc(S(=O)(=O)NC2CCS(=O)(=O)C2)cc1 (centres undefined)	i	i	.	-9	-12	i	i	i	i	i	i
CC(=O)c1cccc(OCC(O)CNCCOc2ccc(C)cc2)c1 (centres undefined)	i	i	-3	0	-8	i	i	i	i	i	i
O=C(CSc1nccn1-c1ccccc1)NCc1ccc2c(c1)OCO2	i	i	4	9	-3	i	i	i	i	i	i
COC(/C(=N/O)c1ccc(Cl)cc1)c1ccccc1 (centres undefined)	i	i	-1	3	-20	-10*	i	i	-9.7*	i	11*
C(=N\Nc1nc(Nc2ccccc2)nc(N2CCOCC2)n1)/c1c[nH]c2ccccc12	11*	i	.	5	-10	i	i	i	.	i	i
CCN(CC)CCC(c1cc(OC)c(OC)c(OC)c1)c1c(OC)cc(OC)c2c(C)cc(=O)oc12 (centres undefined)	i	i	3	-3	-5	i	i	i	i	i	i
O=C(CSc1nnc(-c2ccccn2)n1Cc1ccccc1)N1CCOCC1	i	i	8	-1	-5	i	i	i	i	i	i
C=CCn1c(C)cc(-c2csc(NC(=O)CCc3nc4ccccc4c(=O)[nH]3)n2)c1C	i	i	4	4	-20	i	i	i	i	i	i
O=C(OCc1cc(=O)oc2cc(O)ccc12)c1cc(S(=O)(=O)N2CCOCC2)ccc1F	i	i	1	4	-14	i	i	i	i	i	i
CC(C)CCN1CCN(Cc2cccc(C(F)(F)F)c2)CC1CCO (centres undefined)	i	i	-1	-6	-14	i	i	i	i	i	i
CC(CC(=O)Nc1ccc(F)cc1F)S(=O)(=O)c1ccc2c(c1)NC(=O)CO2 (centres undefined)	i	i	3	7	0	i	i	i	i	i	i

# Gathered by group: those above containing a Cl atom.
compound	TRPC4 potent	PolyA inh	DYRK1A inh	Platelet DG rel	hERG rescue	KCNK9 block	KCNQ1 act	TRPC4 block	KCNK3 block	TRPC4 act	KCNQ1 inh
Cc1cc(F)c(F)c(C(=O)N2C(C)CCCC2C)c1Cl (centres undefined)	i	i	-4	8	-1	i	i	i	i	i	i
CCOC(=O)c1cnc(-c2ccccc2)nc1Oc1ccc(Cl)c(Cl)c1	i	i	-3	7	-10	i	i	i	i	i	i
Cc1ccccc1NS(=O)(=O)c1cc(C(=O)Nc2ccccc2-c2ccccc2)ccc1Cl	i	i	-21	0	-5	-7.2*	i	i	i	i	i
O=C(CN1CCOCC1)NN1CC(=O)N(c2ccc(Cl)cc2)CC1=O	i	i	-10	-13	-12	i	i	i	i	i	i
CNC(=O)c1csc(-c2ccc(Cl)cc2)n1	i	i	14	-6	-10	i	i	i	i	i	i
Cc1ccc(N(CC(=O)NCc2ccncc2)S(C)(=O)=O)cc1Cl	i	i	3	-3	-5	i	i	i	i	i	i
CCC(=O)N1c2ccc(S(=O)(=O)N3CCN(c4ccccc4Cl)CC3)cc2CC1C (centres undefined)	i	i	-3	-8	-11	i	i	i	i	i	i
O=C(CN1CCN(Cc2ccc(Cl)cc2)CC1)N/N=C/c1cccs1	i	i	0	-6	-1	i	i	i	i	i	i
O=C(Nc1ccc2c(c1)OCO2)C(c1ccc(Cl)cc1)N1CCN(C(=O)c2ccco2)CC1 (centres undefined)	i	i	-4	.	-5	i	i	i	i	i	i
COC(/C(=N/O)c1ccc(Cl)cc1)c1ccccc1 (centres undefined)	i	i	-1	3	-20	-10*	i	i	-9.7*	i	11*
